# JMJD2A Tudor: blocks the human JMJD2A Tudor domain; O75164; AlphaScreen JMJD2A-Tudor / H3K4me3 peptide binding; Potency, µM (doses to about 114 µM), for inactives: at the top dose activity change, negative = inhibition, hits mostly inhibitors; hit rate 4.4% among 390,000; AID 504339; also: potency is read from the fitted curve at half-maximal effect; % is scaled to controls: 0 for no effect and ±100 for the full control effect; nearly all actives have a fitted effect of over 50% in size
# BAZ2B inh: inhibitors of human BAZ2B bromodomain; Q9UIF8; AlphaScreen BAZ2B-H3K14Ac peptide displacement; Potency, µM (highest dose often 114 µM), for the others: at the top dose activity change, negative = inhibition, most hits filed as inhibitors; hit rate 4.4% among 360,000; AID 504333; also: potency is read from the fitted curve at half-maximal effect; % is scaled to controls: 0 for no effect and ±100 for the full control effect; nearly all actives have a fitted effect of over 60% in size
#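 Compounds, titrated to a top concentration of 110 uM, were incubated 30 min at room temperature with preformed BAZ2B/acetyl-K14 H3 peptide complex (50 nM each). Proximity signal was measured by AlphaScreen after 20 min with beads.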
# RGS4 inh: blocks human RGS4-accelerated GTP hydrolysis; P49798; Transcreener GDP fluorescence polarization, RGS4-accelerated GTP hydrolysis; Potency, µM (highest dose often 114 µM), for the others: at the top dose activity change, negative = inhibition, most hits filed as inhibitors; hit rate 0.039% among 390,000; also: potency is read from the fitted curve at half-maximal effect; % is scaled to controls: 0 for no effect and ±100 for the full control effect; nearly all actives have a fitted effect of over 75% in size; some results filed as inactive show a strong effect at the top dose
# Target sequence (P49798 whole entry, looked up): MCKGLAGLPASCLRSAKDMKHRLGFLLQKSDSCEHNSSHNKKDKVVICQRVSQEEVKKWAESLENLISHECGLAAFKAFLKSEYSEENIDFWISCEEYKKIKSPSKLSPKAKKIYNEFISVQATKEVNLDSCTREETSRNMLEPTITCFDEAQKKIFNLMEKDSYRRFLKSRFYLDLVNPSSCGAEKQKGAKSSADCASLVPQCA
#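 MLSMR compounds (23 nl, pin-transferred) preincubated 10 min at room temperature with a 500nM (2x) first reagent, then RGS4 at 900nM (2x) plus Transcreener GDP mix added; fluorescence polarization (620/688 nm) read before and after 90 min at 30 °C.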
# GLS inh: inhibitors of human glutaminase (GLS). O94925. GLS enzymatic activity, qHTS titration. Potency, µM (series often up to 45.5 µM), for inactives: at the top dose activity change, negative = inhibition, hits mostly inhibitors. hit rate 0.21% among 410,000. AID 624170; also: potency is read from the fitted curve at half-maximal effect; % is scaled to controls: 0 for no effect and ±100 for the full control effect
#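 Human kidney-isoform GLS in 45 mM KH2PO4 pH 8.2, 0.02% Tween-20, with compound, started with 1mM L-Glutamine (added stock). Glutamate oxidase/HRP/Amplex red coupled fluorescence read at start and after 30 min at RT.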
# ALOX12 inh: ALOX12 (human) lipoxygenase inhibition; P18054; purified 12hLO, xylenol orange hydroperoxide absorbance; Potency, µM (titrated, usually from 108 µM), for the others: top-dose activity change, negative = inhibition, usual class: inhibitors; hit rate 1.1% among 580,000; AID 1671190; also: potency is read from the fitted curve at half-maximal effect; % is scaled to controls: 0 for no effect and ±100 for the full control effect
# Target sequence (P18054 whole entry, looked up): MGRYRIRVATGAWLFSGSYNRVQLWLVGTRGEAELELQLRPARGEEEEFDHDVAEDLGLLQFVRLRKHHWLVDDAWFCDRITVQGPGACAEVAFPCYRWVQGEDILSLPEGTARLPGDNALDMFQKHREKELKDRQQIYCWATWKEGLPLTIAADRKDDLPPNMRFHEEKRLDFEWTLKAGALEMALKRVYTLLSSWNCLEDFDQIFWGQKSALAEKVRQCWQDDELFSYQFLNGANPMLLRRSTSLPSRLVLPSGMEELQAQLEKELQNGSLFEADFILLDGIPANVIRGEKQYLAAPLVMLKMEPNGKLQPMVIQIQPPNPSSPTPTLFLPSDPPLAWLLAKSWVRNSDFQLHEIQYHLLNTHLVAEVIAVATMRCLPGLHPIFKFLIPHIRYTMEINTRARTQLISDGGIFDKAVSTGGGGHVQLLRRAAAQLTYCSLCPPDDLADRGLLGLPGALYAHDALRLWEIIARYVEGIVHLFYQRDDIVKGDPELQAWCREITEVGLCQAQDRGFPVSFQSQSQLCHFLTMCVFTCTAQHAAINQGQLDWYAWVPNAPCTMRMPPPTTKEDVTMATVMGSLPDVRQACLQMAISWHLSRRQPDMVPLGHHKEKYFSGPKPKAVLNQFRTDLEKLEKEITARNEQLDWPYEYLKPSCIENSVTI
#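 Hydroperoxide product was detected by ferrous iron/xylenol orange as the 573 to 405 nm absorbance ratio. Arachidonic acid at 40 uM (final) was turned over for 30 min at room temperature by 150 nM human 12hLO, pH 7.0 Hepes buffer, after 15 min compound preincubation.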
# G9a block: G9a (human) methyltransferase inhibition | Potency, µM (series often up to 102 µM), inactives show top-dose activity, negative = inhibition, usual class: inhibitors | hit rate 8.8% among 350,000 | Q96KQ7 | G9a H3K9 monomethylation, AlphaScreen, 2 h; also: potency is read from the fitted curve at half-maximal effect; % is scaled to controls: 0 for no effect and ±100 for the full control effect; nearly all actives have a fitted effect of over 75% in size
#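 Chemiluminescent proximity detection of H3K9 monomethylation, read after 10 min bead incubation in the dark. Reaction: 20 nM G9a, 500 nM biotin-H3K9 peptide, 20 uM SAM cofactor, 2 h, room temperature, following 15 min enzyme-compound preincubation.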
# PI4K2A block: inhibitors of human PI4K2A | Q9BTU6 | AID 1346378 | activity change, negative = inhibition, % at 76.9 µM | purified PI4K2A, ADP-Glo luminescence, 1 h; active compounds read low | hit rate 0.13% among 420,000; in the data active = activity change below about -50%; inconclusive = mostly about -30% to -49%;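 also: -100% = wells without enzyme as full effect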
#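 ADP-Glo luminescence measured ADP generated by PI4K2A enzyme (4 ug/mL before mixing) with 1.2 mM PI substrate (pre-mix) and 300 microM ATP (pre-mix). Tris pH7.5 buffer with MgCl2, Triton X-100; 1 h reaction at ambient temperature.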
# HP1b binding inh: inhibitors of HP1-beta chromodomain binding to methylated histone tails; AID 540317; Potency, µM (highest dose often 114 µM), without a hit: top-dose activity change, negative = inhibition, usual class: inhibitors; AlphaScreen HP1-beta / biotin-H3K9me3 peptide binding; hit rate 0.56% among 390,000; also: potency is read from the fitted curve at half-maximal effect; nearly all actives have a fitted effect of over 70% in size; inactives centre near 23
# Target sequence (P83916 whole entry, looked up): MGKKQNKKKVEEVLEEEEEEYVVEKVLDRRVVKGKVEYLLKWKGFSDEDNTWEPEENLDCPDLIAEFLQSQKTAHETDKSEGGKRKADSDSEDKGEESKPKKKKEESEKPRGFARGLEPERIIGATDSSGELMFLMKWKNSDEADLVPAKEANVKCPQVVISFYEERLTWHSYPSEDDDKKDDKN
#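 AlphaScreen: HP1-beta (50 nM) preformed 30 min with biotin-H3(1-18)K9me3 peptide (50 nM) in PBS pH 7.4, 0.01% Tween-20. Compound added for 30 min at RT, then streptavidin donor/nickel chelate acceptor beads (10 ug/mL) for 30 min.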
# ERG-DNA inh: blocks human ERG Ets domain binding to DNA. Potency, µM (titrated, usually from 76.9 µM), without a hit: at the top dose FP activity, negative = inhibition, usual class: inhibitors. fluorescence polarization, His-ERG Ets domain / labelled DNA. P11308. hit rate 0.028% among 370,000. AID 624246; active = well fitted inhibition curve with a large enough effect in the polarisation, with a control signal flat; inconclusive = small, poorly fitted or top-dose-only effect, or effect the other way, or a change in a side signal; inactive = no such curve, though single readings can be large or run the other way; the % refers to the polarisation;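 also: polarization taken with two DNA probes labelled with fluorescein and Texas red; potency is read from the fitted curve at half-maximal effect; % of control where 0% means no effect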
#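 His-tagged ERG Ets domain (1 uM in the protein solution; 300mM KCl, 50mM Tris-HCl, 1mM EDTA, 1mM DTT, pH 7.5) received compound, then a probe mix of 5 nM fluorescein-DNA and 100nM Texas-615-DNA. Fluorescence polarization was read for both dyes.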
# Active calls of the source: *; ? = inconclusive; nt = no result given; & = joins results of further samples; [ ] = dose if it differs, or a comment. Unless noted, calls follow the shape of the dose curve; as a rule, active = well fitted curve in the direction sought with a large enough effect; inconclusive = small, poorly fitted or top-dose-only effect, or another doubt; inactive = no such curve, though single readings can be large; an effect the other way counts as inactive or inconclusive. This is a subset. The share of hits here may be higher or lower than overall.
SMILES | G9a block | ALOX12 inh | HP1b binding inh | RGS4 inh | GLS inh | BAZ2B inh | ERG-DNA inh | JMJD2A Tudor | PI4K2A block
Cc1ccccc1Cn1nnc2c(=O)[nH]c(C3CCCN(C(=O)c4ccc(C(C)(C)C)cc4)C3)nc21 (stereo unspecified) | -47%[59 µM] | 4% | 7% | -16% | -1% | -32% | -1% | -33% | 1
Cc1c(Cc2ccccc2)c(=O)oc2c(O)c(O)ccc12 | 4µM* | 4µM* | ? | 0% | ? | 40µM* | 2% | 45µM* | 2
CCN(CC)CCn1c(=S)[nH]c2cc(C(=O)NCc3ccccc3Cl)ccc2c1=O | ? | ? | 50%[activator] | -13%[56.9 µM] | 4% | -16% | -3% | -27% | -9
CS(=O)(=O)N1CCN(c2ccccc2F)CC1 | 2%[59 µM] | 0% | 29% | -27% | 0% | -23% | 4% | -6% | 0
O=C(O)CCCC(=O)OCCCCc1cccs1 | 12% | 0% | 41%[activator] | 18% | 2% | 10% | 10% | -5% | 4
CCOc1ccc(NC(=O)C(C)O)c(NS(=O)(=O)c2ccc(CCNC(C)=O)cc2)c1 (stereo unspecified) | -45%[12.7 µM] | 3%[57.4 µM] | 50%[activator] | -5% | 38%[activator] | 5% | nt | -2% | -3
COc1ccc(C2CC(c3ccccc3O)=NN2C(=O)c2ccccc2)cc1OC (stereo unspecified) | -2%[2.33 µM] | 29% | 11% | -1% | 29% | -16% | 10% | -24% | -2
COc1ccc(CN(C)C(=O)c2[nH]c(C)c(C(C)=O)c2C)c(OC)c1OC | 20% | -15% | -12% | -22% | 12% | ? | 2% | -34% | 4
CCN(CCO)c1ccc(-n2c(N)c(C(=O)OC)c3nc4ccccc4nc32)cc1 | 35µM* | ? | -6% | -14% | 31% | ? | 17% | 79µM* | 1
Cc1cccc(OCC(=O)OC(C)CN2CCCCC2)c1 (stereo unspecified) | nt | 4% | 35%[activator] | 4% | 2% | 2% | -6% | 9% | 2
Cc1ccc(Cn2c(C)nc3ccc([N+](=O)[O-])cc3c2=O)cc1 | nt | 0% | 4% | -3% | -1% | ? | -18% | -14% | 0
CCCCOc1ccc(C(=O)Nc2cc(-c3ccc(C)cc3)no2)cc1 | -3%[59 µM] | -10% | 55%[activator] | 2% | -2% | -3% | -7% | -7% | 0
O=C1NCCN(CC2CCN(CC3CCCC3)CC2)C1=O | nt | 4% | 11% | 29% | 3% | nt | 26% | ? | 1
COc1ccc(S(=O)(=O)NC(C)C(=O)NCc2cccnc2)cc1C (stereo unspecified) | ? | 15% | 32% | -27% | 3% | 9% | 1% | -12% | 2
COCCCNCCOCCOc1ccc(C)cc1Br | ? | ? | 19% | ? | 50%[activator] | ? | -5% | 50µM* | -3
O=C(c1cc(-c2ccc(Br)cc2)n[nH]1)N1CCN(C(=O)c2ccccc2Br)CC1 | 7%[59 µM] | 7% | 39% | 19% | 12% | -28% | 5% | -15% | 2
Cc1ccc(C)c(N2CCN(S(=O)(=O)c3ccc4c(c3)C(C(C)C)C(=O)N4)CC2)c1 (stereo unspecified) | -26%[59 µM] | -7% | 14% | 4% | -13% | -12%[57.1 µM] | -2% | ? | -1
Cc1ccccc1OCC(=O)N(Cc1cccc(F)c1)C1CCS(=O)(=O)C1 (stereo unspecified) | 65%[activator] | 0% | 31% | -8% | -9% | -5% | -3% | -6% | 9
Cc1ccc(/C=C/C(=O)Nc2ccncc2)o1 | ? | 19% | -20% | -4% | 0% | 1% | 1% | ? | 2
COc1ccc(-c2nnc(-c3ccc(OCC(C)C)cc3)o2)cc1 | -3% | 0% | 30% | -41% | 0% | -8% | -4% | -4% | 3
CN1C(=O)CCC1(O)c1ccccc1 (stereo unspecified) | -31%[12.7 µM] | -3% | 35% | 12% | 3% | 5% | -1% | -12% | 3
CCOc1cc(N)c(Cl)cc1C(=O)NCC1CN(Cc2ccc(F)cc2)CCO1 (stereo unspecified) | 0%[59 µM] | ? | 10% | -31% | 2%&-12% | nt | 3% | 50µM* | 1&1
COC(=O)c1ccc(Cl)c(NC(C)=O)c1 | 7%[12.7 µM] | 0% | 8% | -14% | 1% | -3% | -1% | -4% | 1
CCCCNC(=O)Cn1nc(-c2ccc(C)cc2)ccc1=O | 14% | nt | 18% | -10% | -3% | 1% | 6% | -9% | 9
CN(CC(=O)OCC(=O)c1c(N)n(C)c(=O)n(C)c1=O)S(=O)(=O)c1ccc(Cl)cc1 | -1% | 5% | 36% | 19% | 0% | 3% | -9% | -28% | 3
COc1ccc(C(=O)N(CCc2ccccc2)Cc2cccs2)c(OC)c1 | 23% | ? | 38% | 5% | 10% | -14% | 12% | 6% | -8
CCc1ccc(-c2cc(C)no2)cc1S(=O)(=O)N1CCN(c2ccccc2OC)CC1 | 13% | 1% | 31% | -6% | 4% | -27% | 1% | -29% | 1
CC(C)c1ccc(O)c(NC(=S)NC(=O)CCc2ccccc2)c1 | -4% | -4% | 24% | -32% | -11% | -19% | 2% | 10% | 9
Cc1ccc(CCc2nnc(SCC(=O)Nc3cc(Cl)ccc3Cl)n2-c2ccccc2)o1 | ? | -29% | 9% | ? | -5% | -7% | nt | -26% | 9
Cc1ccc(CC(=O)NC2CCN(C)CC2)cc1 | -8% | 1% | 39%[activator] | -1% | 0% | 6% | -1% | -12% | 4
CCN1CCN(C(=O)C2CCN(S(=O)(=O)c3ccc(SC)cc3)CC2)CC1 | ? | -2% | 2% | 6% | 8% | -9% | 2% | -7% | 1
CN(C)Cc1ccccc1Sc1ccc(O)cc1O | -2%[59 µM] | 14% | 10% | 7% | ? | -2% | -1% | -11% | 1
O=C(Nc1ccc(SC(F)F)cc1)c1ccccc1F | 20% | ? | 59%[activator] | -27% | -1% | 12% | 13% | 7% | -4
Cc1cc(O)c(C(c2ccc(Cl)cc2)N2CCN(c3ccccc3)CC2)c(=O)n1Cc1ccco1 (stereo unspecified) | ? | -20% | 16%[57 µM] | -22% | 25% | -25% | -3% | -32% | 1
CCOC(=O)[C@H]1[C@H]2COc3ccc(Cl)cc3[C@@H]2N2C(=O)c3cc(Br)ccc3NC(=O)[C@@]12C | 4%[2.33 µM] | ? | 23% | 19% | 3% | -6% | 8% | ? | 3
COc1cccc(C(=O)N(C)c2nnc(-c3ccncc3)s2)c1 | 79µM* | 0% | 30% | -4% | 1% | 1% | 1% | -13% | 0
CCN1C(=O)/C(=C2\SC(=S)N(c3c(C)n(C)n(-c4ccccc4)c3=O)C2=O)c2ccccc21 | ? | 22% | 16% | 7% | -5% | -1% | 2% | -4% | -3
COc1ccc(OC)c(S(=O)(=O)Nc2cc3c4c(c2)CCN4C(=O)CC3)c1 | 7%[0.501 µM] | -16% | 33% | -13% | 6% | 5% | 13% | -10% | -2
CCOc1ccc(/C=N/OCC(=O)NCc2ccco2)cc1 | -5% | 7% | -27% | ? | -15% | -18% | 3% | ? | 0
CCC1CCCCN1CCCNC(=O)c1ccc2c(c1)N(Cc1ccccc1F)C(=O)c1ccccc1S2(=O)=O (stereo unspecified) | -16%[59 µM] | -7% | 19% | -10% | -9% | -22% | -1% | -24% | 2
COc1cc(C(CCN2CCCCC2)c2c(OC)cc(OC)c3c(C)cc(=O)oc23)cc(OC)c1OC (stereo unspecified) | 26%[59 µM] | -2% | 14% | 0% | 13% | -13% | 0% | -20% | -4
O=C(CCCn1c(=O)c2sccc2n(Cc2ccc(Cl)cc2)c1=O)NCc1ccc2c(c1)OCO2 | 9%[59 µM] | -11% | 41%[activator] | -10% | 7% | 0% | -6% | 1% | 0
O=C(NCc1cccc(F)c1)C1CCN(S(=O)(=O)Cc2ccccc2)CC1 | -10% | 0% | -12% | -22%[11.4 µM] | -4% | 19% | 4% | -8%[11.4 µM] | -16
CCN(c1ccccc1)S(=O)(=O)c1cc(C(=O)OC(C)C(=O)Nc2ccc3c(c2)OCCO3)ccc1C (stereo unspecified) | 40µM* | ? | -2%[57 µM] | 9% | -8% | ? | -7% | ? | -13
Nc1c(C(=O)NCc2ccco2)nnn1CC(=O)Nc1ccc2c(c1)OCO2 | 1% | -10% | 12% | -24% | 0% | -32% | -6% | -19% | -3
N#Cc1c(-c2ccccc2Cl)c2c([nH]c1=O)-c1ccccc1OC2 | -30% | 0% | 65%[activator] | 2% | 1% | 12% | -4% | 24% | -3
Cc1ccc(CN2CCC(CNC(=O)Nc3cccc(C)c3C)C2)cc1 (stereo unspecified) | 8%[59 µM] | -21% | 68%[activator] | -10% | 2% | 11% | 5% | -22% | -9
COCCN(C(=O)COC(=O)CCSc1ccc(F)cc1)c1c(N)n(Cc2ccccc2)c(=O)[nH]c1=O | -10% | -1% | 22% | -3% | 4% | -3% | 0% | -12% | 5
COCCCn1c(SCC(=O)NC(C)(C)C)nnc1-c1cccs1 | 19%[59 µM] | 21% | 8% | -21% | -2% | 2% | 10% | -14% | -4
CCc1cccc(C)c1NC(=O)COC(=O)C1CC(=O)N(CCc2ccc(OC)c(OC)c2)C1 (stereo unspecified) | -9% | ? | 12% | 13% | 2% | 9% | 0% | -12% | -3
CCOC(=O)c1oc2ccccc2c1NC(=O)c1ccc(S(=O)(=O)N2CCCC2)cc1 | -4% | 19% | 28% | 18% | 8% | 12% | 2% | -3% | 1

# Screening data as filed in PubChem.
